IDE inh – cellular human IDE inhibition; P14735; HEK cells, FAbetaB cleavage, fluorescence polarization; inhibition, % at 5.59 µM; 0.41% of 320,000 active; AID 434962;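 active = percent inhibition above the average of all tested compounds plus 3 SD, set per screening campaign, cut at about 16% in these data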;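 also: IDE supplied by intact live HEK cells; FP after avidin binding of uncleaved biotin substrate so inhibition keeps polarization high; 0% = DMSO wells and 100% = 60 µM reference IDE inhibitor Ii1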
pCIP destab – p/CIP protein destabilization | F442A p/CIP-EGFP cells, EGFP fluorescence, 16 h | decrease of EGFP signal, % at 10 µM | 0.01% of 290,000 active;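 active = EGFP signal decrease of at least 30% at 10 µM or well 3 SD below plate mean, unless failing retest; inactive = the rest, including hits failing retest or dose response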; also: some compounds called inactive have numbers as strong as hits; many of its hits are not listed in these tables
M4 PAM – CHRM4 positive allosteric modulation; P08173; CHO-K1 hM4/Gqi5, Fluo-8 calcium fluorescence, ACh EC20; 0% = ACh EC20, 100% = maximal ACh; activation, % at 3 µM; 0.4% of 360,000 active;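 active = activation above its plate's cutoff, the mean activation of sample wells plus 3 SD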; also: some results filed as inactive read as strong as hits
Target sequence (P08173 whole entry, looked up): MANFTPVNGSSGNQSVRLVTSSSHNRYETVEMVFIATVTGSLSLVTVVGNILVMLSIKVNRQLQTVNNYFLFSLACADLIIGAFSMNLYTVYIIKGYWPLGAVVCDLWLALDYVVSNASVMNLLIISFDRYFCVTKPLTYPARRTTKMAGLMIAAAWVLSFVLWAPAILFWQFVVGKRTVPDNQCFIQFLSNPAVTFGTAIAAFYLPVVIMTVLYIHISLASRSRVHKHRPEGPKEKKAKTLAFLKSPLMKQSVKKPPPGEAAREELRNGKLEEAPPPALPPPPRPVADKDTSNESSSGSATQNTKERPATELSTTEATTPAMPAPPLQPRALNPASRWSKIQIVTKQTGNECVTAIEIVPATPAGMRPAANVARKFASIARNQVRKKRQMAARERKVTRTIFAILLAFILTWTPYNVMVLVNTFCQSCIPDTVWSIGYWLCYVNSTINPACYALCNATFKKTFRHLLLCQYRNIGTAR
MEKK3 PB1 HTS – raises or lowers MEK5 binding to the human MEKK3 PB1 domain | Q99759 | AID 1529 | 1.4% of 290,000 active | bead-based flow cytometry, Alexa488-MEK5 binding to MEKK3; actives lie on both sides; 0 = blocked by unlabeled MEK5, 100 = vehicle | binding response (% of control), % at 10 µM;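 active = binding response more than 3 SD above or below the average of its plate-row segment, actives on both sides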;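 also: Alexa488 bead fluorescence after subtracting the streptavidin-only scavenger bead signal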
CRFBP-R2 agonist – agonists of human CRF-binding protein/CRF-R2 receptor complex; 0.46% of 350,000 active; AID 588473; HEK293 CRF-R2/CRF-BP, calcium dye fluorescence (FLIPR); percent of saturating CRF peptide response; activation, % at 13.2 µM;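 active = activation of at least 50%, plus an integration ratio under a set limit after plate pattern correction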;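 also: plate controls were neutral control wells without compound for no effect and CRF at EC100 for full effect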
PHOSPHO1 inh – PHOSPHO1 (human) inhibition | inhibition, % at 13.3 µM | AID 1565 | recombinant PHOSPHO1, absorbance phosphatase assay | 1.1% of 290,000 active; in the data active = inhibition above about 60%
IDE act – IDE (human) activation, cell-based; P14735; HEK cells, FAbeta-B cleavage, fluorescence polarization; 0% vehicle, 100% cell-free pure enzyme wells; activation, % at 5.96 µM; 0.073% of 340,000 active;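 active = activation above the mean of all tested compounds plus 3 SD, set per screening campaign, cut at about 17% in these data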
GalR3 antagonist – blocks the human galanin receptor 3. O60755. HEK293 GalR3-CNG cAMP membrane potential fluorescence; galR3 body fused to GalR1 C-terminus. inhibition, % at 3 µM. 0.44% of 360,000 active;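 active = inhibition above the screen-wide average plus 3 SD, cut at about 13% in these data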;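 also: forskolin and galanin both at EC90 stimulate the cells; cAMP rise reported by CNG channel membrane potential dye signal; 0% = forskolin plus galanin with DMSO and 100% = forskolin alone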
Target sequence (O60755 1-299 limits assumed): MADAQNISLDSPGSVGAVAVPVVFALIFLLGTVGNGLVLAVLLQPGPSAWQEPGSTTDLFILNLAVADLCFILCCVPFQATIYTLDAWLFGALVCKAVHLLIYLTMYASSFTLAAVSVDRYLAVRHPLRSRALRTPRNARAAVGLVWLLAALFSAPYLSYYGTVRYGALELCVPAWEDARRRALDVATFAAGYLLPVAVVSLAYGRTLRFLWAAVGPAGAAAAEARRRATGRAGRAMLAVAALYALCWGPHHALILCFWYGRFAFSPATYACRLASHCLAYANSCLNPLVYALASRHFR
CRFR2-BP antag – blocks CRF-induced signaling of the CRF-BP/CRF-R2 complex | HEK293 CRF-R2/CRF-BP, CRF-induced calcium fluorescence | inhibition, % at 11.8 µM | 0.59% of 350,000 active;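 active = inhibition of the ligand-induced calcium signal above about 50% at the single tested concentration, limit read from the data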
Numbers without * were called inactive; . = no result given; [ ] = remark or other dose.

Letters: A = IDE inh; B = pCIP destab; C = M4 PAM; D = MEKK3 PB1 HTS; E = CRFBP-R2 agonist; F = PHOSPHO1 inh; G = IDE act; H = GalR3 antagonist; I = CRFR2-BP antag
> CCOc1ccc(NS(=O)(=O)c2ccc3c(c2)CCN3C(=O)C2CCC2)cc1
  A: 1; B: 1; C: -4; D: 91; E: -1.4; F: 0; G: 0; H: 0; I: -4
> Cc1nnc(NC(=O)c2csc3c2CCC(C)C3)s1 (configuration not stated)
  A: -3; B: -5; C: 4; D: 73; E: 1.9; F: -1; G: -2; H: -2; I: -29
> CCOC(=O)c1ccc(CC2S/C(=C(\C#N)C(C)=O)NC2=O)cc1 (configuration not stated)
  A: 4; B: -6; C: 1; D: 111; E: -0.9; F: 33; G: -1; H: -7; I: -4
> CN(Cc1ccccc1)C(=O)CN(Cc1ccccc1)S(C)(=O)=O
  A: -2; B: -14; C: -7; D: 102; E: 3.5; F: 5; G: 1; H: -5; I: -14
> O=C(NCCN1CCOCC1)c1cc(-c2ccccc2Cl)nc2ccccc12
  A: 2; B: 13; C: -1; D: 102; E: 0.6; F: 53; G: 3; H: -3; I: -1
> COc1ccc(CNC(=O)CSc2nc(C)cs2)cc1
  A: 1; B: 4; C: -6; D: 104; E: -2.6; F: 21; G: 2; H: 2; I: 22
> O=C(CCc1ccccc1)n1nc(-c2ccccc2)nc1NCc1ccco1
  A: -3; B: 2; C: 6; D: 102; E: -0.6; F: -22; G: -4; H: -7; I: -16
> COC(c1ccccc1)c1nnc(CCC(=O)NCCCc2ccccc2)o1 (configuration not stated)
  A: -3; B: -10; C: -9; D: 103; E: -2.8; F: 39; G: 1; H: -1; I: 2
> O=C(CNc1ccc(Cl)c(C(F)(F)F)c1)N1CCN(S(=O)(=O)c2ccccc2)CC1
  A: .; B: .; C: 5; D: .; E: 9.8; F: .; G: -1; H: 2; I: -9
> CCc1nn2c(NCCOC)cc(C)nc2c1-c1ccc(F)cc1
  A: 1; B: -8; C: -8; D: 126; E: -1.2; F: 16; G: 1; H: -7; I: 7
> COc1cc2c(cc1OC)C(Cc1ccc(O)cc1)N(C)CC2 (configuration not stated)
  A: 3; B: 1; C: -12; D: 94; E: -0.6; F: -7; G: 6; H: -3; I: -6
> O=C(Nc1cccc(-c2csc(Nc3ccccc3)n2)c1)c1cc([N+](=O)[O-])cc(C(F)(F)F)c1
  A: -4; B: 0; C: 6; D: 97; E: 0.3; F: 25; G: -8; H: -3; I: -11
> Cc1[nH]c2ccccc2c1C(=O)C(=O)NCc1nnnn1-c1cccc(F)c1
  A: .; B: .; C: 0; D: .; E: -2.1; F: .; G: .; H: -3; I: 2
> CCc1ccccc1NC(=O)CCCSc1nc2ccccc2s1
  A: -1; B: 2; C: -8; D: 98; E: -0.4; F: 1; G: 2; H: -5; I: -7
> Cc1cccc(OCc2nnc(SCC(=O)N3CCCC3)n2C)c1
  A: 1; B: -9; C: 9; D: 96; E: -0.5; F: 45; G: 6; H: -1; I: -12
> O=C(CNC(=O)c1ccccc1Br)NCC(c1ccco1)N1CCCCC1 (configuration not stated)
  A: .; B: .; C: 5; D: .; E: -0.2; F: .; G: 2; H: -4; I: -8
> O=C(O)CCC(=O)N1CCc2cc(S(=O)(=O)NCc3cccs3)ccc21
  A: 1; B: -9; C: 2; D: 103; E: 0.0; F: 18; G: 4; H: -3; I: -4
> COc1ccc(C(=O)COC(=O)c2ccccc2NS(=O)(=O)c2ccc(O)c([N+](=O)[O-])c2)cc1
  A: -1; B: -2; C: -7; D: 97; E: 0.7; F: 33; G: 7; H: -1; I: 3
> CCC1C(=O)n2nc(-c3ccccc3)cc2N=C1C (configuration not stated)
  A: -3; B: 2; C: 1; D: 94; E: -2.0; F: -6; G: 0; H: -2; I: -4
> Cc1cnc(=O)[nH]c1SCc1cccc([N+](=O)[O-])c1
  A: 0; B: -1; C: 0; D: 90; E: -1.2; F: -1; G: 8; H: -5; I: 9
> CN(C)S(=O)(=O)c1ccc(Cl)c(C(=O)Nc2cccc([N+](=O)[O-])c2)c1
  A: -5; B: -14; C: -2; D: 102; E: -6.1; F: 34; G: 1; H: -4; I: 19
> COc1cc2c(cc1OC)C(C(=O)N1CCCCC1)C(c1ccccc1F)N(C)C2=O (configuration not stated)
  A: 2; B: 7; C: 8; D: 104; E: 0.1; F: 12; G: 0; H: -3; I: -2
> O=C(c1cc2n(n1)C(C(F)(F)F)CC(c1ccco1)N2)N1CCc2ccccc2C1 (configuration not stated)
  A: -2; B: -13; C: 5; D: 96; E: 2.5; F: -14; G: -5; H: -6; I: -22
> Cc1ccc(-c2cc3nc(-c4ccc(Br)cc4)cc(N)n3n2)cc1
  A: 11; B: 10; C: 1; D: 134*; E: 0.9; F: -2; G: 4; H: -3; I: -16
> Cc1cc(C(=O)NNC(=S)NCC2CCCO2)cs1 (configuration not stated)
  A: 3; B: 2; C: 3; D: 106; E: -0.9; F: -57; G: 2; H: -6; I: 10
> O=C(CCCCCN1C(=O)c2ccccc2C1=O)Nc1cccc(O)c1
  A: -6; B: -3; C: 4; D: 103; E: 0.8; F: -28; G: 3; H: -8; I: 8
> NC(=O)CN1CCN(c2cccc(Cl)c2)CC1
  A: -2; B: -7; C: 1; D: 101; E: 4.5; F: 20; G: 8; H: -5; I: 12
> O=C(CSc1ccccn1)c1ccc2c(c1)OCO2
  A: 0; B: -9; C: 7; D: 103; E: -2.0; F: 40; G: -4; H: -4; I: 4
> Cc1ccc(C)c(NC(=O)COC(=O)CC2CC3CCC2C3)c1 (configuration not stated)
  A: 4; B: .; C: 8; D: .; E: -1.3; F: .; G: 8; H: -5; I: -4
> Cc1ccc(SCCNC(=O)/C=C/c2cccc([N+](=O)[O-])c2)cc1
  A: -4; B: -10; C: -3; D: 115; E: -2.5; F: -1; G: 3; H: -3; I: 17
> CN(Cc1ccccc1)c1nc(-c2ccc([N+](=O)[O-])cc2)nc2ccccc12
  A: 5; B: -30; C: -4; D: 107; E: 3.6; F: 5; G: 6; H: -2; I: -15
> CCCNC(=S)Nc1cc2oc3ccccc3c2cc1OC
  A: 0; B: -15; C: -1; D: 106; E: -5.8; F: 36; G: -1; H: -3; I: -3
> COc1ccc(C(=O)NCC(=O)NCC(=O)OCc2ccc(Cl)cc2)cc1
  A: 1; B: -11; C: -3; D: 102; E: -2.5; F: 35; G: 3; H: -9; I: 15
> O=S(=O)(c1ccc(F)cc1)N1CC=C(c2ccccc2)CC1
  A: -2; B: -2; C: -7; D: 86; E: 2.0; F: 36; G: .; H: -1; I: 8
> CC(=O)c1cccc(NC(=O)[C@@H](NC(N)=O)C(C)C)c1
  A: -6; B: 27; C: 0; D: 94; E: -1.4; F: 0; G: 6; H: -5; I: -1
> CCN(CCCNC(=O)CCCOc1cc(=O)n(C)c2ccccc12)Cc1ccccc1
  A: 0; B: -8; C: -8; D: 108; E: -1.4; F: -12; G: 3; H: -2; I: 3
> Cc1ccccc1Nc1nnc(SCC(=O)NC(=O)NCc2ccco2)s1
  A: -3; B: -6; C: 4; D: .; E: 0.8; F: 82*; G: 5; H: -2; I: 4
> COC(=O)c1c(NC(=O)CSc2nc(-c3ccco3)cc(C(F)(F)F)n2)sc2c1CCCC2
  A: -3; B: 3; C: 10; D: 0.0*[inhibitor]; E: 7.7; F: 5; G: 3; H: -9; I: -9
> O=C(NC(=S)Nn1cnnc1)c1ccccc1Cl
  A: 6; B: 3; C: -2; D: 97; E: -0.1; F: -19; G: 2; H: -5; I: 2
> COc1ccc(N2CCN(C(=O)COC(=O)c3c(-c4ccccc4)noc3C)CC2)cc1
  A: 1; B: .; C: -3; D: .; E: -1.0; F: .; G: -3; H: -7; I: -5
> O=C(C1CCN(S(=O)(=O)N2CCOCC2)CC1)N1CCN(c2ccc(F)cc2)CC1
  A: -9; B: -2; C: -1; D: 96; E: -0.7; F: 1; G: 6; H: -5; I: 8
> Cc1ccc(C(=O)Nc2nc3n(n2)C(c2ccccc2)CC(=O)N3)cc1 (configuration not stated)
  A: -2; B: -10; C: -1; D: 91; E: -1.6; F: 42; G: .; H: 1; I: -11
> CCOC(=O)N1CCC(NC(=O)CCC(=O)N2CC(C)Oc3ccc(C)cc32)CC1 (configuration not stated)
  A: 2; B: -1; C: 0; D: 99; E: -2.6; F: 54; G: 1; H: -3; I: 7
> COCCN(CCOC)C(=O)c1ccc(SCc2ccc(C)cc2)c([N+](=O)[O-])c1
  A: 6; B: -5; C: -6; D: 104; E: 0.8; F: -5; G: 1; H: 3; I: 1
> CC(C)(C)OC(=O)N(CCc1ccccc1)Cc1ccc(OCc2cccc(NC(=O)c3ccccc3)c2)cc1
  A: .; B: .; C: -9; D: .; E: -0.2; F: .; G: 0; H: -5; I: -15
> COC(C[C@H]1O[C@@H]1C(=O)COCc1ccccc1)OC
  A: 6; B: .; C: .; D: 104; E: 0.7; F: .; G: .; H: -2; I: -4
> CC(NC(=O)c1ccco1)C(=O)OCC(=O)N1CCCCCC1 (configuration not stated)
  A: 1; B: .; C: 7; D: .; E: -0.4; F: .; G: 5; H: 3; I: 1
> O=C(Nc1ccccc1C(=O)O)c1ccc(Br)c(S(=O)(=O)NCc2ccccc2)c1
  A: 1; B: -7; C: 8; D: 92; E: -1.4; F: -15; G: -5; H: 2; I: 24
> O=C(NCc1ccccc1)c1ccco1
  A: 0; B: -5; C: 0; D: 115; E: 1.4; F: 4; G: 3; H: -2; I: -5
> CN(C)S(=O)(=O)c1ccc(C(=O)NC(=O)CSc2ccccc2)cc1
  A: 4; B: -9; C: 1; D: 131*; E: -1.0; F: -9; G: 1; H: -4; I: -1
> O=C(NC1CCCC1)C(Cc1ccccc1)n1cccc1 (configuration not stated)
  A: -1; B: 1; C: 1; D: 110; E: 0.6; F: -18; G: 6; H: .; I: -14
> CS(=O)(=O)N(CC(=O)Nc1ccccc1C(=O)N1CCOCC1)c1ccc(Cl)cc1
  A: -4; B: -84; C: -6; D: 44*[inhibitor]; E: -1.3; F: 28; G: 5; H: -3; I: 9
> Cc1cc(C)n(-c2ccn(Cc3ccc(Cl)cc3Cl)c(=O)n2)n1
  A: 0; B: -3; C: 15; D: 103; E: -2.5; F: -11; G: -2; H: -1; I: 7

Assay outcomes (PubChem BioAssay)
